Screening data: PubChem BioAssay, National Center for Advancing Translational Sciences (NCATS)
uPA surface inh = blocks generation of uPA at the cell surface; cell surface uPA generation assay, qHTS; Potency, µM (series often up to 38.3 µM), without a hit: at the top dose activity change, negative = inhibition, usual class: inhibitors; 330,000 compounds, 0.31% hits; AID 540303; active = well fitted inhibition curve with a large enough effect; inconclusive = small, poorly fitted or top-dose-only effect; inactive = no such curve, though single readings can be large or run the other way; tested in mouse RAW 264.7 cells; also: potency is read from the fitted curve at half-maximal effect; nearly all actives have a fitted effect of over 55% in size
hERG WT inh = blocks the wildtype human KCNH2 potassium channel; activity change, % at 1.84 µM; 340,000 compounds, 0.37% hits; U2OS, BacMam KCNH2, thallium flux FluxOr; active compounds read low;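 active = maximum activity change below -70%; inconclusive = maximum activity change between -70% and -50%; inactive = maximum activity change above -50%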
Target sequence (Q12809 whole entry, looked up): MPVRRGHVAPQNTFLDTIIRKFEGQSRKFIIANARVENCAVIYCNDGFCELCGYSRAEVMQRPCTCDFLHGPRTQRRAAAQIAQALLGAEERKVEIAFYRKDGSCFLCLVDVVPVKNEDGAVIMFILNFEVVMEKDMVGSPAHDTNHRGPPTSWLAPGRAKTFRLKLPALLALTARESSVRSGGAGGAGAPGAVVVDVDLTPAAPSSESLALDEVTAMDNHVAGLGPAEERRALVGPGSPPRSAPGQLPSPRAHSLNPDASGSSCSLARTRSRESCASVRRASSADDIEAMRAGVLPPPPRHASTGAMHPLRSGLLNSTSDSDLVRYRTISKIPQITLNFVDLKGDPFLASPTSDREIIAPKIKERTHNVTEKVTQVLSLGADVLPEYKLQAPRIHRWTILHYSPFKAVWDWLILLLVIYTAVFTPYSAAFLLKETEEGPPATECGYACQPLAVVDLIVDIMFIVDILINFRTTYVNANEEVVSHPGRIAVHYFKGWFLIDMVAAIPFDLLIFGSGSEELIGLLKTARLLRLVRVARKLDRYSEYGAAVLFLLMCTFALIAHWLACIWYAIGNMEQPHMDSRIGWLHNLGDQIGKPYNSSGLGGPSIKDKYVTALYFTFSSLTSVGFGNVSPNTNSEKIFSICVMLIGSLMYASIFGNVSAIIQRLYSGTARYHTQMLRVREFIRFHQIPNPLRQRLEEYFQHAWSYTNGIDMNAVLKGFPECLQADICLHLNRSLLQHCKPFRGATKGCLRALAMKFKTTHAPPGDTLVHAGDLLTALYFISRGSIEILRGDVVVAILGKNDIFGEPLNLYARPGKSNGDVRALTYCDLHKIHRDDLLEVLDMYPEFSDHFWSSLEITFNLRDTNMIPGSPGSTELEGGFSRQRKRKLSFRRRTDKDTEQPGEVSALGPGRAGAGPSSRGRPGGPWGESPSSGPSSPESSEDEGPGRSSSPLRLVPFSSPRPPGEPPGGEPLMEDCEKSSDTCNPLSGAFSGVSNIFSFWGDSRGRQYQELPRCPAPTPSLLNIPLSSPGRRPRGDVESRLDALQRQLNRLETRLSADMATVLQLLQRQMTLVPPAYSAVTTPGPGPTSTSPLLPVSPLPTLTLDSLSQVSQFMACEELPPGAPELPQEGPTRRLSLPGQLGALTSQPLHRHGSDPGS
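U2OS cells transduced with wild-type KCNH2 virus are loaded with FluxOr dye for 45 min, and thallium flux is measured in kinetic reads before and after stimulation buffer. Rate constants are normalized to DMSO controls.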
Coupling enz = coupling enzyme interference in Giardia aldolase counter-screen; coupling enzyme system counterscreen, AmpLite Red fluorescence; 290,000 compounds, 0.67% hits; activity change, negative = inhibition, % at 58.2 µM, hits read low; AID 2472; in the data active = activity change below about -30%
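Fluorescence at 525 nm excitation and 598 nm emission measured inhibition of the coupled detection system without aldolase. Compounds (at 57.5 uM final) were preincubated 10 min at room temperature with coupling enzyme reagent before a 20 min substrate/AmpLite Red step.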
KCNH2 3.1 block = inhibitors of human KCNH2 3.1 potassium channel isoform. U2OS KCNH2 3.1, thallium flux FluxOr; active compounds read low. activity change, % (tested at about 1.8 µM). 340,000 compounds, 0.95% hits;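 active = maximum activity change below -70%; inconclusive = maximum activity change from -70% to -50%; inactive = maximum activity change above -50%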;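 also: thallium influx rate constant from kinetic fluorescence after stimulation buffer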
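Kinetic fluorescence (2 min after stimulation buffer) measures Tl+ influx through KCNH2 3.1 expressed by viral transduction in U2OS cells; the rate constant is normalized against DMSO controls serving as positive and negative references.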
GALK inhibitor = blocks human galactokinase activity; Potency, µM (titrated, usually from 57.5 µM), for the others: top-dose activity change, negative = inhibition, hits mostly inhibitors; Purified GALK, Kinase-Glo residual ATP luminescence; 270,000 compounds, 0.007% hits; also: potency is read from the fitted curve at half-maximal effect
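ATP-depletion format; final 35 uM ATP, 100 uM D-galactose, 5 nM enzyme; pH 8.0 HEPES/Mg2+ buffer; 60 min RT; luminescence read 10 min after detection reagent.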
USP2a block = blocks human ubiquitin-specific protease USP2a; 330,000 compounds, 0.01% hits; O75604; Potency, µM (series often up to 38.3 µM), without a hit: at the highest dose activity change, negative = inhibition, usual class: inhibitors; USP2 core, Ub-CHOP2 coupled fluorogenic reporter, 485/531; AID 463254;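 also: potency is read from the fitted curve at half-maximal effect; plate controls were DMSO wells for no effect and full inhibition by NEM control for full effect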
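Deubiquitinase activity read as fluorescence (485/531 nm) after Ub-CHOP2 cleavage activates the enterokinase reporter on its substrate; USP2 core 10nM, Ub-CHOP2 and substrate 25nM each, 30min compound preincubation then 60min RT; data normalized to NEM, curves fitted.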
BCR signal inh = chronic active BCR signaling inhibition; ABC-DLBCL IkBa-CBG/CBR reporter, luminescence ratio, 4 h; Potency, µM (titrated, usually from 46.1 µM), for inactives: top-dose ratio change, negative = lower green/red ratio, actives largely listed as inhibitors; 340,000 compounds, 0.05% hits; active = well fitted inhibition curve with a large enough effect in the signal ratio, with a control signal flat, not every such curve was filed as active; inconclusive = small, poorly fitted or top-dose-only effect, or effect the other way, or a change in a side signal; the % refers to the signal ratio;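 also: potency is read from the fitted curve at half-maximal effect; plate controls were basal doxycycline-induced cells for no effect and cells given 10 µM MG132 for full effect; MG132 reads +100%, hits lower the ratio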
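TMD8 ABC-DLBCL cells carrying doxycycline-inducible green luciferase fused to IkappaBalpha plus unfused red luciferase were exposed to compounds (up to 46 uM) for 4 hrs at 37C. Activity came from the overlap-corrected green/red luminescence ratio.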
Eya2 inh = inhibitors of human Eya2 phosphatase activity; Potency, µM (series often up to 76.9 µM), for the others: at the top dose activity, negative = inhibition, actives largely listed as inhibitors; AID 488837; 330,000 compounds, 0.006% hits; recombinant Eya2, OMFP fluorescence dephosphorylation (OMFP is methylfluorescein phosphate); O00167; also: potency is read from the fitted curve at half-maximal effect
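Eya2 protein (added as 0.2 uM solution) was preincubated with compound for 10 min at ambient temperature in 50 mM HEPES pH 7.5, 50 mM NaCl, 5 uM MgCl2, 0.05% BSA, 1 mM DTT. OMFP (added at 50 uM) then reacted 10 min; fluorescence read at 485/525 nm.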
Giardia killer = kills Giardia lamblia | Giardia lamblia trophozoite viability | 340,000 compounds, 0.15% hits | activity change, % at 7.66 µM, hits read low; in the data active = activity change below about -80%; inconclusive = between about -30% and that limit;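 also: parasites exposed to compound for two days anaerobically before the ATP read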
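Luminescence from cellular ATP indicates surviving trophozoites (100 cells/well) following 48 hrs anaerobic compound treatment at 37 deg C; signal develops 15-30 min at room temperature.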
B2AR arrestin = beta2AR (human) beta-arrestin recruitment activity. beta-arrestin recruitment to beta2AR, cell-based reporter. Potency, µM (highest dose often 46.1 µM), inactives show at the top dose activation, actives largely listed as activators. 330,000 compounds, 0.02% hits. AID 492947;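 also: potency is read from the fitted curve at half-maximal effect; 0% = DMSO controls and full agonism = EC100 isoproterenol or metaproterenol; nearly all actives have a fitted effect of over 65% in size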
PKM2 activator = activators of human pyruvate kinase M2; P14618; purified PKM2, Kinase-Glo ATP luminescence, activation; response scale: 0% is enzyme alone, no compound; Potency, µM (highest dose often 57.5 µM), without a hit: at the top dose activation, actives largely listed as activators; 260,000 compounds, 0.34% hits; also: potency is read from the fitted curve at half-maximal effect; nearly all actives have a fitted effect of over 55% in size
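hPK-M2, >95% pure; 0.1 mM ADP / 0.5 mM PEP final; imidazole pH7.2 buffer w/ 7 mM MgCl2, 50 mM KCl; 1 h RT; Kinase-Glo lum. Intermediate enzyme activity for dual inhibitor/activator qHTS.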
The depositor's hits bear a star; ? = inconclusive; nt = not tested or not shown; & = joins results of further samples. Unless noted, calls follow the shape of the dose curve; as a rule, active = well fitted curve in the direction sought with a large enough effect; inconclusive = small, poorly fitted or top-dose-only effect, or another doubt; inactive = no such curve, though single readings can be large; an effect the other way counts as inactive or inconclusive. Unless noted, % is scaled to controls: 0 for no effect and ±100 for the full control effect.

Compound,BCR signal inh,Eya2 inh,KCNH2 3.1 block,B2AR arrestin,GALK inhibitor,Giardia killer,USP2a block,hERG WT inh,Coupling enz,PKM2 activator,uPA surface inh
Nc1nc(N)c2nc(-c3ccccc3)c(N)nc2n1,-3%,2%&3%,-11,-0.5%,nt,14,-1%,6,2&1&6,-1%,?
O=c1cc(-c2ccccc2)oc2cc(O)c(O)c(O)c12,12%,3%,11,-0.5%,nt,-13,-1%,0,-45*,nt,?
Cc1nnc(NC(=O)C(C)Sc2nnc(-c3ccco3)n2C(C)C)s1 (configuration not stated),?,-11%,-27,-1.0%,0%,1,5%,-5,0,-6%,5%
Cn1c(C(=O)NCc2cccs2)cc2oc3ccccc3c21,1%,-9%,-26,0.1%,2%,-7,2%,-6,7,2%,0%
O=C(NCc1ccc(F)cc1)c1cccnc1C(=O)O,3%,-1%,-2,2.7%,-2%,2,0%,-11,1,nt,5%
O=C(Nc1cccnc1)c1cc2nc(C3CC3)cc(C(F)(F)F)n2n1,?,13%,5,0.1%,-1%,-11,1%,-5,0,3%,2%
CCC(C)N(C(=O)Cn1nnc(-c2ccc(F)cc2)n1)C1CCS(=O)(=O)C1 (configuration not stated),-2%,-2%,13,-0.1%,5%,11,0%,-3,nt,8%,0%
CC1(C)CC(=O)C(N=Nc2ccc(S(=O)(=O)N3CCCCCC3)cc2)=C(O)C1,4%,-19%,-2,-0.3%,3%,3,0%,-2,-11,-19%,0%
OCCN(CCO)c1ccc(C(c2ccc(Cl)cc2)c2ccc(N(CCO)CCO)cc2Cl)c(Cl)c1,?,-14%,-4,-0.8%,-4%,2,-19%,0,5,-3%,14%
CCOC(=O)[C@@H]1[C@H]2COc3ccc(Br)cc3[C@@H]2N2C(=O)N(c3ccc(C(F)(F)F)cc3)C(=O)[C@]12C,?,13%,-7,-0.1%,nt,5,0%,5,-8,-6%,6%
CC(=O)NC(c1ccco1)c1cc(Cl)c2ccc(Cl)nc2c1O (configuration not stated),-4%&-2%,-18%&-2%,nt,0.1%&-1.0%,nt,6,0%&-1%,nt,nt,nt,-17%
Cc1ccc(CN2CCN(C(=O)C3CCCO3)CC2)cc1 (configuration not stated),3%,21%,-5,0.0%,1%,4,1%,-3,6,1%,5%
CC(=O)C1=C(N2CCCCC2)CCC1=O,?,7%,11,-0.4%,0%,-15,-1%,-1,4,2%,5%
CC1=C(C)CC(C(=O)NCc2ccc3c(c2)OCO3)C(C(=O)O)C1 (configuration not stated),?,-11%,6,0.0%,1%,-8,1%,3,1,4%,nt
CN(C)/C=N/c1nc2nccc(-c3cccnc3)n2n1,0%,-27%,5,-0.2%,-2%,-2,0%,-4,0,-6%,6%
O=C(CN1C(=O)S/C(=C\c2ccccc2F)C1=O)Nc1ccccc1O,?,3%,35,-0.2%,-6%,-16,1%,8,3,nt,-17%
CCOc1ccc(S(=O)(=O)N(CC)CC(=O)N2CCCC2)cc1C,?,3%,0,-0.7%,3%,12,2%,12,0,-10%,0%
Nc1ccc(S(=O)(=O)Nc2nc(-c3ccccc3)cc(-c3ccccc3)n2)cc1,?,-9%,-1,-1.0%,0%,-17,-1%,-7,2,-3%,-6%
Oc1cccc(/C=N/N2CCN(C3c4ccccc4-c4ccccc43)CC2)c1,15%,-6%,10,0.4%,-3%,?,-1%,2,7,1%,5%
COc1ccc(C)cc1NC(=O)CN(c1ccccc1)S(C)(=O)=O,2%,-1%,-1,-0.6%,0%,-7,1%,-2,0,-2%,-2%
O=C(CCNS(=O)(=O)c1ccc(Br)s1)NC1CCCC1,-10%,7%,-6,-0.6%,0%,2,1%,12,1,-7%,20%
COc1ccc(-n2c(CCc3ccccc3)n[nH]c2=S)cc1,5%,-7%,-2,3.0%,0%,-19,0%,3,7,-4%,-4%
CCC(CO)Nc1ncc([N+](=O)[O-])cc1C#N (configuration not stated),0%,-4%,-7,-0.6%,0%,?,4%,-1,5,0%,5%
Cc1nnc(N=c2ssnc2Cl)o1,-6%,23%,-21,-2.8%,nt,1,-1%,2,nt,nt,-8%
COc1ccc(-c2nc(CS(=O)CC(=O)N3CCc4ccccc4C3)c(C)o2)cc1 (configuration not stated),-2%,0%,2,0.2%,1%,-27,3%,-2,-5,-10%,?
CCOCCCNC(=O)c1cccc(OC2CCN(S(C)(=O)=O)CC2)c1,12%,3%,1,0.5%,4%,-17,-1%,8,-1,1%,0%
COc1ccccc1C(=O)C1CCCN(Cc2ccc(Oc3ncccn3)cc2)C1 (configuration not stated),-1%,-11%,-1,0.4%,7%,-11,1%,21,0,-5%,4%
Cc1cccc(CNc2ncnc3ccc(-c4ccoc4)cc23)c1,30%&4%,0%&-21%,nt,-0.9%&0.3%,nt,-19,0%&2%,nt,6,nt,4%
COc1cccc(-n2nnc3c(=O)n(CC(=O)NCC4CCCO4)cnc32)c1 (configuration not stated),-1%,-4%,-1,0.2%,3%,10,0%,2,0,-9%,-5%
CC(=O)Nc1ccc(S(=O)(=O)NCCCN2CCN(Cc3ccccc3)CC2)cc1Cl,?,-10%,-4,-0.1%,nt,-3,4%,3,4,-8%,1%
CCOC(=O)C(Sc1nnc(-c2ccncc2)o1)C(C)=O (configuration not stated),-1%,-1%,7,-0.5%,2%,-3,0%,-12,4,?,2%
COc1ccc(NC2CCCN(C(=O)CN3CCOC3=O)C2)cc1OC (configuration not stated),?,2%,21,0.3%,1%,21,4%,-6,nt,nt,7%
Cc1cccc(NC(=O)CCS(=O)(=O)c2ccc3c(c2)NC(=O)CS3)n1,3%,1%,-21,-0.8%,-6%,4,5%,4,nt,nt,-16%
COC(=O)N1CC(C)N(C(=O)OC)CC1C (configuration not stated),3%,13%,2,-0.2%,3%,9,3%,20,4,-7%,-3%
CCOC(=O)/C(=N\Nc1ccc(C(C)=O)cc1)c1csc(Nc2ccccc2)n1,?,2%,-9,1.4%,2%,6,14%,-1,2,6%,0%
CCCCOc1ccc(C(=O)NN2C(=O)NC3(CCCCC3)C2=O)cc1OC,7%,4%,-9,-1.0%,nt,-8,-1%,-13,nt,nt,3%
Cc1cccc(-c2nc(S(=O)(=O)c3ccc(F)cc3)c(NCCCN3CCOCC3)o2)c1,-1%,-18%,-13,-1.1%,-1%,5,-5%,17,nt,5%,-4%
O=C(OC1CCCCC1=O)c1ccc(F)c(S(=O)(=O)N2CCOCC2)c1 (configuration not stated),-5%,1%,12,0.2%,nt,4,2%,3,nt,nt,-12%
CCn1nnc(NC(=O)c2ccc([N+](=O)[O-])o2)n1,1%,-5%,26,-1.3%,0%,-103*,1%,-5,0,3%,-2%
Fc1ccc(N2CCN(Cc3cnc(Cl)s3)CC2)cc1,-4%,2%,6,-0.2%,1%,-7,3%,-3,-2,5%,nt
CCCSc1nnc(Sc2nnnn2-c2ccccc2)s1,9.2µM*,0%,20,-0.2%,-1%,3,-2%,4,0,-9%,-17%
COc1ccccc1N(C(=O)c1ccco1)C(C(=O)NC1CCCC1)c1ccc(N2CCOCC2)cc1 (configuration not stated),0%,4%,1,-0.1%,2%,-5,3%,5,0,nt,-2%
COc1ccc(-c2nnc(C3CCN(S(=O)(=O)c4ccccc4)CC3)o2)cc1,-11%,3%,1,-0.4%,nt,12,1%,-1,0,0%,14%
COc1ccccc1N/C(=N/c1nc(C)cc(C)n1)NC(C)=O,1%,-3%,nt,0.1%,1%,nt,0%,nt,-3,-8%,nt
CCCN(CC(=O)Nc1ccccc1C)C(=O)c1cccc(S(=O)(=O)N2CCc3ccccc3C2)c1,?,2%,4,-0.5%,-2%,6,5%,3,nt,2%,-4%
CN1CCN(S(=O)(=O)c2ccc(-c3ccccc3)cc2)CC1,-6%,10%,-1,0.3%,0%,21,1%,7,4,8%,nt
O=C(N[C@@H](Cc1ccccc1)C(=O)NC1CC1)c1ccc(Cl)cc1,12%,1%,-13,2.5%,12%,18,1%,-2,-1,5%,0%
Cc1cccc(N(C)C(=O)CN(C)S(=O)(=O)c2ccc3c(c2)c(=O)n(C)c(=O)n3C)c1,5%,5%,7,-1.4%,-12%,-17,7%,-3,nt,nt,2%
COc1ccc(C(=O)NCC(=O)OCCCOC(=O)CNC(=O)c2ccc(OC)c(OC)c2)cc1OC,-2%,-25%,17,0.4%,7%,-14,0%,-1,2,-1%,17%

The order is random; 2.4% or so of the library scored in one or more.
